Compound activity as filed in PubChem.
AmpC inh det: inhibitors of E. coli AmpC beta-lactamase with detergent | P00811 | Potency, µM (highest dose often 28.7 µM), without a hit: at the top dose activity change, negative = inhibition | purified AmpC, nitrocefin hydrolysis with detergent | AID 584 | actives 0.09% (n = 71,000); active = well fitted curve in the direction sought with a large enough effect
Target sequence (P00811 whole entry, looked up): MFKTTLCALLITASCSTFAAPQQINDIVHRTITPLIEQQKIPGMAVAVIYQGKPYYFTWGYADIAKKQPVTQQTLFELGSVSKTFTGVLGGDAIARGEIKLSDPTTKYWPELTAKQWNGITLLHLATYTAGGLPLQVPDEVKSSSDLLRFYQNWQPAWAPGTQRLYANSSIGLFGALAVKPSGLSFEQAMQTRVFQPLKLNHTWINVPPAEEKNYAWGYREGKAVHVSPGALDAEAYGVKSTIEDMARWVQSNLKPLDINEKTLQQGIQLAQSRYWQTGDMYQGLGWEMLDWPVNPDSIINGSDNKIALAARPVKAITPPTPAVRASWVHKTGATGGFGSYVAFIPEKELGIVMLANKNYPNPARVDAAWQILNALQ
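E. coli AmpC (5.3 nM) in 20 mM phosphate pH 7.0 with 0.01% Triton X-100, preincubated 15 min RT with compound; nitrocefin (2 uL of 800 uM stock) hydrolysis followed by 480 nm absorbance every 20 s over 4 min.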
The depositor's hits bear a star; & = joins results of further samples; [ ] = remark or other dose. % is scaled to controls: 0 for no effect and ±100 for the full control effect; potency is read from the fitted curve at half-maximal effect. These rows are one share of the data, so the mix of outcomes need not match the whole.

structure | AmpC inh det
CCN(CC)S(=O)(=O)c1ccc(C(=O)OCC(=O)N2CCN(C(=O)c3ccco3)CC2)cc1 | -3%
CC1(C)C(=O)Nc2ccccc2N1C(=O)COC(=O)C12CC3CC(CC(O)(C3)C1)C2 | 0%
N#CC1=C(N)N(c2ccccc2)C(c2ccco2)C1(C#N)C#N (stereo not drawn) | -2%
CCCC(=O)Nc1c2c(nn1-c1ccc(C)cc1C)CSC2 | -1%
Cc1cnc(CNc2ncncc2-c2ccccc2Cl)cn1 | 11%
COc1ccc(C(=O)Nc2ccc(-c3ccc(C)o3)cc2)cc1S(=O)(=O)N1CCOCC1 | -2%
COc1ccc(N2CCN(c3nc4c(c(=O)n(C)c(=O)n4C)n3Cc3ccccc3)CC2)cc1 | -2%
CC(C)CC(OC(=O)c1cccs1)C(=O)NCc1cccs1 (stereo not drawn) | -7%
CC(=O)c1c(N2CCOCC2)nc(=S)n(Cc2ccccc2)c1C | -9%
CCN1C(=O)C=CC1=O | -2%
CCOC(=O)N1CCN(C(=O)c2cnn3c(C)c(Cc4ccc(C)cc4)c(C)nc23)CC1 | 2%
COc1ccccc1OCCSc1nnc(C)n1-c1ccccc1 | 0%
CC1=C(C(=O)NCc2ccccc2)C(c2cccnc2)n2ncnc2N1 (stereo not drawn) | 21%
Cc1cc(C)cc(N(CC(=O)NCc2ccco2)C(=O)CCC(=O)Nc2ccccn2)c1 | -3%
COc1ccc(Oc2ncc3nc(-c4cccc(C#N)c4)c(=O)n(Cc4cccc(OC)c4)c3n2)cc1 | -1%
CC1(C)Oc2ccc(C(=O)NC3CCCC3)cc2N(CC(=O)NC2CCCCC2)C1=O | -3%
Cc1sc2nc(-c3ccco3)oc(=O)c2c1C | -5%
COc1ccccc1CC(=O)Nc1ccc(-c2nnc(-c3ccco3)o2)cc1 | 1%
Cc1cc(O)c(-c2cc(C(=O)Nc3ccc(S(=O)(=O)N4CCOCC4)cc3)[nH]n2)cc1C | -4%
O=C(/C=C/Nc1ccc(F)cc1)c1ccco1 | -4%
COCCn1c(=O)[nH]c2cc(C(=O)OC)ccc2c1=O | -2%
Cn1c(C(=O)N2COCC2(C)C)cc2c(=O)n3ccccc3nc21 | 0%
O=C1CCCc2nc(N3CCCCC3)sc21 | 11%
CCSc1nnc(NC(=O)Cc2ccc(OC)c(S(=O)(=O)N3CCOCC3)c2)s1 | -2%
CCCCC(=O)Nc1ccc(Cl)cn1 | 4%
Cc1nnc(NC(=O)CSc2nnc(Cc3cccn3C)n2-c2cccc(C)c2C)s1 | 12%
Cc1nc(SCCO)c2oc3ccccc3c2n1 | 14%
COC(=O)c1ccc(NC(=O)CN(C2CCCCC2)S(C)(=O)=O)cc1 | -4%
COC(=O)[C@@H]1C[C@H]1[C@@H](NS(=O)(=O)c1ccc2ccccc2c1)c1ccccc1 | 0%
O=C(c1cc2nc(-c3ccccc3)cc(C(F)(F)F)n2n1)N1CCOCC1 | -4%
O=C1C2=C(c3ccccc31)[N+](=O)[C@@H]1CCCC[C@@H]1N2[O-] | -1%
COc1ccccc1CN(Cc1ccco1)S(=O)(=O)c1ccc(-n2cnnn2)c(OC)c1 | 10%
COc1ccc(CCN2C(=O)CC(Nc3ccc(N4CCOCC4)cc3)C2=O)cc1OC (stereo not drawn) | -6%
COc1cc(NC(=O)CN2CCN(S(=O)(=O)c3ccc(C(C)C)cc3)CC2)cc(OC)c1 | -4%
CCOc1ccccc1-c1nc(-c2ccc(NC(=O)c3ccc(Br)o3)cc2)no1 | 1%
NC1=NC(c2ccc(Br)cc2)n2c(nc3ccccc32)N1 (stereo not drawn) | 10%
CC(=O)Nc1ccc(NC(=O)Cn2cc3c(n2)CCCC3)cc1 | 9%
O=C(O)CN1C(=O)COc2cc(S(=O)(=O)N3CCCC3)ccc21 | 14%
COc1ccc(Cl)cc1NC(=O)C1CSC(c2ccncc2)=N1 (stereo not drawn) | 4%
COc1ccc(C)cc1S(=O)(=O)N(CC(=O)O)c1ccc(F)cc1 | -6%
COc1ccccc1NC(=O)Cc1noc(CSc2cc(C)c3ccccc3n2)n1 | -7%
CN1CCc2c(sc3nc(SCC(N)=O)n(-c4ccccc4)c(=O)c23)C1 | -2%
CN1CCc2cc3c(cc2[C@@H]1O)OCO3 | 0%[12.8 µM]
COC(=O)c1ccccc1NC(=O)CSc1nccn1C | -9%
O=c1c(CCc2ccccc2)nc2cnc(Nc3ccccc3)nc2n1C[C@H]1CCCO1 | -1%
Cc1ccnc(NC(=O)Nc2ccc3c(c2)N(C)C(=O)CS3)c1 | 13%
O=C(COC(=O)c1cncc(Br)c1)NCCC1=CCCCC1 | 14%
Cc1ccc(S(=O)(=O)C(C#N)c2nc3ccccc3nc2OC(C)C)cc1 (stereo not drawn) | -10%
Cc1ccc2c(c1)c1c(n2C)C(C(N)=O)CCC1 (stereo not drawn) | -2%
O=C(CSc1nc2ccccc2n1CC(=O)N1CCCC1)N1CCN(C(=O)c2ccco2)CC1 | 1%

Following part:
structure | AmpC inh det
COc1ccccc1NC(=O)N(Cc1ccccc1)c1ccccn1 | 0%
CCn1c(=O)c2cc(C(=O)Nc3cc(C)on3)sc2c2ccccc21 | 15%
Cc1cc(C)c(S(=O)(=O)N2CCN(CCO)CC2)c(C)c1 | 12%
COC(=O)c1cn(CC(=O)NCc2cccs2)c2ccccc12 | -6%
C=CCN1CCc2cc(O)c(O)cc2[C@H](c2ccccc2)C1 | -1%&-1%
O=c1cc(-c2ccccc2)oc2c1ccc1ccccc12 | -1%
COc1ccc(C(=O)Nc2cccc(C(C)=O)c2)cc1OC | 8%
COc1ccc(-c2ccc(CCC(=O)O)n2NC(=O)c2cccs2)cc1 | -3%
CCC(C)c1ccc(O)c(NC(=O)c2cccnc2)c1 (stereo not drawn) | -5%
COc1ccc(C(=O)N2CCC3(CCN(Cc4cc(C(F)(F)F)cc(C(F)(F)F)c4)CC3)CC2)cc1 | 0%
COc1ccc(C(CC(=O)NC(C)(C)C)n2cccc2)cc1 (stereo not drawn) | -3%
Cn1c(=O)c2c(ncn2CC(=O)Nc2nnc(Cc3ccccc3)s2)n(C)c1=O | -8%
COc1ccc(OC)c(CCNC(=O)CS(=O)(=O)Cc2nc(-c3ccccc3C)oc2C)c1 | -1%
Cn1c(=O)[nH]c(=O)c2c1nc(SCCN1CCOCC1)n2Cc1ccccc1 | 11%
COc1ccccc1C1C2CCCCC2(O)CCN1CC(=O)Nc1ccccc1 (stereo not drawn) | -1%
Cc1noc(C)c1COc1cccc(C(=O)Nc2ccc(C#N)cc2)c1 | -1%
O=C1N(CN2CCC3(CC2)OCCO3)c2ccccc2C12OCCCO2 | 2%
CCSc1nnc(NC(=O)CSc2nccn2-c2cc(C)cc(C)c2)s1 | -2%
c1ccc(Cc2nn3c(COc4ccccc4)nnc3s2)cc1 | -7%
c1csc(Cc2nc(-c3ccc(-n4cccc4)cc3)no2)c1 | 13%
CCN(CC)CC(=O)n1c2c(c3ccccc31)CCCC2 | 6%
COc1ccc2c(c1)C(=O)OC2CC(=O)O (stereo not drawn) | -5%
CCOC(=O)CCC(=O)c1c(C)oc2ccc(OC)cc12 | -3%
Cc1cccc(C#N)c1NC1=CC(=O)CC(C)(C)C1 | -3%
CSCCC=O | 11%

Sorted by number of heavy atoms (smallest number first): part of the list above.
structure | AmpC inh det
CCN(CC)CC(=O)n1c2c(c3ccccc31)CCCC2 | 6%
C=CCN1CCc2cc(O)c(O)cc2[C@H](c2ccccc2)C1 | -1%&-1%
O=C(c1cc2nc(-c3ccccc3)cc(C(F)(F)F)n2n1)N1CCOCC1 | -4%

(further entries)
structure | AmpC inh det
COc1cccc(-c2cc(C(=O)N3C(C)CCCC3C)no2)c1 (stereo not drawn) | -3%
CCC(=O)NCCNC(=O)c1c(SC)nsc1SC | -3%
CC(C)CCn1c(CN2CCOCC2)nc2c1c(=O)n(C)c(=O)n2C | 9%
CC(=NCCO)c1c(O)n(C2CCCCC2)c(=O)[nH]c1=O | -2%
c1ccc(-c2noc(CSc3nnnn3-c3ccccc3)n2)cc1 | 13%
Cc1ccc(-c2nnn(CC(=O)O)n2)cc1 | -5%
CCOC(=O)c1c(-c2cccs2)csc1NC(=O)c1ccco1 | -3%
COc1ccc(NC(=O)CN(c2cccc(F)c2)S(C)(=O)=O)cc1OC | -1%
NC(=O)C1(N2CCCCC2)CCN(c2nc(-c3ccccc3)cs2)CC1 | -3%
Cc1ccc(Cn2c(=S)[nH]c3ccc(N4CCOCC4)cc3c2=O)o1 | 14%
CCC1CCCCN1CC(=O)c1c(C)[nH]c2ccccc12 (stereo not drawn) | -2%
CCCCCCCCCCCCCCC1CO1 (stereo not drawn) | 11%
O=C(CCCC(=O)N(CC(=O)NC1CCCCC1)Cc1ccco1)Nc1ccccn1 | 0%
O=C(CSc1nnnn1Cc1ccccc1)Nc1ccc2c(c1)OCCO2 | 0%
COc1cccc2sc(Nc3nc(-c4ccccn4)cs3)nc12 | -6%
O=C(O)c1ccccc1C1c2ccccc2Oc2ccccc21 | -4%[5.75 µM]
CC1CCCCC1NC(=O)Cn1[nH]c(=O)c2ccccc2c1=O (stereo not drawn) | 3%
CS(=O)(=O)Nc1ccc(C(=O)NCc2ccccn2)cc1 | -5%
Cc1ccc(N2C(=O)c3ccccc3C2(O)c2ncc[nH]2)cc1 (stereo not drawn) | 9%
O=C(CCC(=O)OCC(F)(F)C(F)F)Nc1ccc(Cl)cc1 | 6%
CC(=O)OC1CSc2nc3ccccc3n2C1 (stereo not drawn) | 7%
CC(=O)c1cccc(NC(=O)Nc2ccc(C(=O)N3CCCC3)cc2)c1 | -1%
N[C@@H](CNO)C(=O)O | -2%[5.75 µM]
CC(=O)c1c(C)[nH]c(C(=O)NCCCN2CCCC2)c1C | -1%
COc1ccc(C2N(c3cc(Cl)ccc3OC)C(=O)C3CCCN32)cc1OC (stereo not drawn) | 4%
COC(=O)C(Nc1nccs1)(OC)C(F)(F)F (stereo not drawn) | -2%
Cc1ccc(C(=O)CSc2nnc(CNc3ccc(C)cc3C)n2Cc2ccco2)cc1 | 11%
COc1ccc(C2OC(=O)c3ccccc3S2)cc1 (stereo not drawn) | 2%
Cc1ccc(O)c(NC(=O)CCCC(=O)O)c1 | -4%
Cc1ccccc1-c1nc2ccccc2c(=O)n1C1CCS(=O)(=O)C1 (stereo not drawn) | -2%
Cc1cc(C)cc(NC(=O)CSc2nc3c(c(=O)n2C)SC(C)C3)c1 (stereo not drawn) | 10%
CC(C)(C)n1nnnc1C(c1ccccc1F)N1CCN(C2CCCC2)CC1 (stereo not drawn) | 5%
CCOC(=O)c1ccc2c(c1)N(Cc1ccccc1C)C(=O)c1ccccc1S2=O (stereo not drawn) | 11%
CCOC(=O)C1CCN(c2nc(-c3ccccc3)nc3c2oc2ccccc23)CC1 | 4%
COc1ccc(CN2C(=O)c3ccccc3C2C(=O)NCC2CCCO2)c(OC)c1 (stereo not drawn) | 13%
CCc1ccccc1OCC(=O)Nc1ccc(S(N)(=O)=O)cc1 | -7%
CCOc1ccc(-c2nc(CSc3nncs3)cs2)cc1OC | 0%
Cc1cc(C)cc(OCc2nnc(SCC(=O)c3ccc(Br)cc3)o2)c1 | -3%
CC(=O)N1CCC2(CC1)CCN(C(=O)Nc1cccc(F)c1)CC2 | -2%
COc1cc(OC)cc(-c2nnc(SCC(=O)N3CCCc4ccccc43)o2)c1 | 5%
C=CCNC1=C(Cl)C(=O)N(c2ccccc2Cl)C1=O | -5%
CCC1(C)CC(CC(=O)O)(c2ccccc2OC)CCO1 (stereo not drawn) | 7%
Cn1c(Cn2nnc3ccccc32)nnc1SCC(=O)N1CCc2ccccc21 | 0%
CCOC(=O)c1c(C)[nH]c(C)c1C(=O)CSc1nnc(-c2ccncc2)n1C | -2%
COc1ccc(C(C)=O)cc1COC(=O)c1cccc(N(C)C)c1 | -1%
COc1cccc(N2CCN(S(=O)(=O)c3ccc4nc(-c5ccccc5)[nH]c4c3)CC2)c1 | 0%
COC(=O)CC1Oc2ccc(C)cc2NC1=O (stereo not drawn) | 5%
CCOC(=O)C1C(=O)NC(SCC(=O)OC)=C(C#N)C1c1ccccc1OCC (stereo not drawn) | -1%
CCOc1ccccc1NC(=O)CSc1nnc(Cn2c(=O)sc3ccccc32)n1C | 3%
OC(CCCCN1CCCCC1)c1ccccc1 (stereo not drawn) | -4%
COc1cc2c(cc1OC)-c1c(OC)c(OC)cc3c1C(C2)N(C)CC3 (stereo not drawn) | 8%
CCCCNc1nc(C)nc2c1nc(-c1ccccc1)n2CCCN(CC)CC | 11%

5 neighbouring records already listed:
structure | AmpC inh det
COC(=O)C(Nc1nccs1)(OC)C(F)(F)F (stereo not drawn) | -2%
Cc1ccc(C(=O)CSc2nnc(CNc3ccc(C)cc3C)n2Cc2ccco2)cc1 | 11%
COc1ccc(C2OC(=O)c3ccccc3S2)cc1 (stereo not drawn) | 2%
Cc1ccc(O)c(NC(=O)CCCC(=O)O)c1 | -4%
Cc1ccccc1-c1nc2ccccc2c(=O)n1C1CCS(=O)(=O)C1 (stereo not drawn) | -2%

Random excerpt: 4 compounds from above
structure | AmpC inh det
CCOC(=O)c1c(C)[nH]c(C)c1C(=O)CSc1nnc(-c2ccncc2)n1C | -2%
Cc1ccc(C(=O)CSc2nnc(CNc3ccc(C)cc3C)n2Cc2ccco2)cc1 | 11%
CC(=O)OC1CSc2nc3ccccc3n2C1 (stereo not drawn) | 7%
COc1ccc(C(CC(=O)NC(C)(C)C)n2cccc2)cc1 (stereo not drawn) | -3%
